EBI2 antag – blocks human EBI2 receptor beta-arrestin signaling. inhibition, % at 5 µM. EBI2 beta-arrestin recruitment, luminescence, 7a,25-OHC stimulated. actives 0.81% (n = 360,000); in the data active = inhibition above about 38%;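 note: enzyme fragment complementation signal reports receptor beta-arrestin coupling in cells; 0% = agonist plus DMSO wells and 100% = wells without agonist; some results beyond the cut were filed as inactive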
CCR6 antag – CCR6 (human) receptor antagonism. P51684. CHO-K1 CCR6 PathHunter beta-arrestin, luminescence, CCL20-stimulated. inhibition, % at 20 µM. actives 0.49% (n = 340,000);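 active = compounds whose inhibition of the agonist-driven luminescence signal at 20 µM reaches about 50%, limit read from the data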;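 note: cells stimulated with CCL20 at 14 nM final; plate controls were DMSO with CCL20 for no effect and DMSO without agonist for full effect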
Target sequence (P51684 whole entry, looked up): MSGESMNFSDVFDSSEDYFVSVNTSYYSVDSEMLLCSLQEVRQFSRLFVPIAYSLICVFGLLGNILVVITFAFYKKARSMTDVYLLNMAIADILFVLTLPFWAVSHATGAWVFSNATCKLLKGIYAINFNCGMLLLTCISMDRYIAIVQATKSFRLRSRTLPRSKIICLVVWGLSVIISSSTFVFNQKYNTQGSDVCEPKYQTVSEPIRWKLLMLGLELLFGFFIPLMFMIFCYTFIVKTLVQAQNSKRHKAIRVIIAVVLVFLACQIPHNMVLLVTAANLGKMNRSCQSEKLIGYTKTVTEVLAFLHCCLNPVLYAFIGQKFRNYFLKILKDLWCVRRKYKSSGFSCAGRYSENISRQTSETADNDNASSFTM
ATG4B inhibitor – blocks human ATG4B protease cleavage of LC3 substrate | Q9Y4P1 | inhibition, % at 8.33 µM | actives 0.51% (n = 340,000) | AID 504462 | ATG4B cleavage of LC3-PLA2, NBD-HPC fluorescence, 1 h; in the data active = inhibition above about 40%
Target sequence (Q9Y4P1 whole entry, looked up): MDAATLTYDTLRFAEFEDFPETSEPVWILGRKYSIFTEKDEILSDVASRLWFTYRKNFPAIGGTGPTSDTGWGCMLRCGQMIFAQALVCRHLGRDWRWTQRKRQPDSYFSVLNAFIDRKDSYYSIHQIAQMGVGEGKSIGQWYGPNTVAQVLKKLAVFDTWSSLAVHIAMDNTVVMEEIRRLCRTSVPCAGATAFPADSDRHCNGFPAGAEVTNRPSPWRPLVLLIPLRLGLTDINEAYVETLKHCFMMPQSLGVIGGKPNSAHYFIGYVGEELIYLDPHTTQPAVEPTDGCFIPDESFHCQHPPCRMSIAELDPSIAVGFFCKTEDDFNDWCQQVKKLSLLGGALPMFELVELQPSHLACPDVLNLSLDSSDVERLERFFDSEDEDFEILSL
Gli-Sufu antag – blocks Gli-Sufu signaling in a luciferase reporter. Sufu-KO-LIGHT fibroblasts, Gli luciferase reporter luminescence. inhibition, % at 5 µM. actives 0.74% (n = 340,000). AID 588413;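 active = inhibition above about 55%, limit read from the data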;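 note: 0% = DMSO-treated cells and 100% = wells with medium but no cells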
UBC13 polyUb – blocks human UBC13 polyubiquitin chain formation. P61088. AID 485273. inhibition, % at 20 µM. TR-FRET. actives 0.47% (n = 330,000); in the data active = inhibition above about 45%, passing the limit was not always enough
APJ antagonist – APJ receptor antagonism; P35414; inhibition, % at 20 µM; AID 2521; actives 0.32% (n = 330,000); CHO-K1 APJ beta-arrestin complementation, luminescence;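 active = inhibition above about 40% at 20 µM, limit read from the data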;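 note: cells challenged with 10 nM apelin-13 agonist together with compound; plate controls were apelin-13 plus DMSO wells for no effect and DMSO wells lacking apelin-13 for full effect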
CXCR6 inh – CXCR6 (human) receptor inhibition; inhibition, % at 20 µM; AID 602244; CHO-K1 PathHunter CXCR6 beta-arrestin, luminescence; O00574; actives 0.36% (n = 360,000); in the data active = inhibition above about 34%, passing the limit was not always enough;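 note: antagonist mode with CXCL16 agonist at 10 nM final; 0% = 10 nM CXCL16 with DMSO and 100% = unstimulated wells without agonist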
Target sequence (O00574 whole entry, looked up): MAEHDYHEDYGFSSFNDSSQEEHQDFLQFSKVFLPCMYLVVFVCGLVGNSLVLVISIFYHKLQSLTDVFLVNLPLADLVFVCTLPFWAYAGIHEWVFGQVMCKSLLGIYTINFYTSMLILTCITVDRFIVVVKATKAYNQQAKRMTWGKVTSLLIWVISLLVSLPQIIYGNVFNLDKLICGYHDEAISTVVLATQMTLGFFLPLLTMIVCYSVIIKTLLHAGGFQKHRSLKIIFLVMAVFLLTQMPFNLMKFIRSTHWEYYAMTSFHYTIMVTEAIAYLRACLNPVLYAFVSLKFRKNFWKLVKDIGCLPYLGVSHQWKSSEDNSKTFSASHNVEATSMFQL
APJ ag – APJ receptor agonism; actives 0.11% (n = 330,000); activation, % at 20 µM; P35414; CHO-K1 APJ PathHunter beta-arrestin, luminescence; 0% DMSO wells, 100% apelin;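 active = activation more than six SD over the plate average, tested at 20 µM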;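 note: 0% = DMSO alone and 100% = apelin-13 at 10 nM; some results filed as inactive read as strong as hits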
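Incubation: overnight seeding, 90 min compound at 25 °C, 1 h detection; test system: PathHunter CHO-K1 APJ (AGTRL-1) beta-arrestin reporter cells; amount: 1000 cells/well; doses: one dose, 20 µM compound, 1% DMSO; measured by: beta-gal luminescence; measure: agonist-driven arrestin binding to APJ; benchmarks: negative DMSO alone, positive Apelin-13 at 10 nM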
The depositor's hits bear a star. Compounds as they come. About 3% of those tested had a hit in this group.

How did Cc1ccc(/C=N/NC(=O)Cn2cnc3c2c(=O)n(C)c(=O)n3C)s1 do in these assays?
EBI2 antag: -10; CCR6 antag: -6; ATG4B inhibitor: -5; Gli-Sufu antag: -3; UBC13 polyUb: 10; APJ antagonist: 1; CXCR6 inh: -11; APJ ag: -2

What do the screens show for `CCCC[n+]1ccn(C2=C([O-])c3ccccc3C(=O)/C2=N\S(=O)(=O)c2ccc(Cl)cc2)c1`?
EBI2 antag: -9; CCR6 antag: 9; ATG4B inhibitor: 4; Gli-Sufu antag: -8; UBC13 polyUb: -100; APJ antagonist: -21; CXCR6 inh: 1; APJ ag: 0

Results for Cc1nnc(SCC(=O)NNC(=O)c2ccccc2)n1N ?
EBI2 antag: -6; CCR6 antag: 4; ATG4B inhibitor: -3; Gli-Sufu antag: 4; UBC13 polyUb: 4; APJ antagonist: -5; CXCR6 inh: -9; APJ ag: -2

Results for CCOC(=O)c1ccsc1NC(=O)c1ccco1 ?
EBI2 antag: -17; CCR6 antag: 11; ATG4B inhibitor: 9; Gli-Sufu antag: 1; UBC13 polyUb: 11; APJ antagonist: -6; CXCR6 inh: 4; APJ ag: -2

How did COc1ccc(OC)c(CN2CCN(C(=O)CN3C(=O)NC4(CCCC4)C3=O)CC2)c1 do in these assays?
EBI2 antag: -6; CCR6 antag: 8; ATG4B inhibitor: -2; Gli-Sufu antag: -1; UBC13 polyUb: -7; APJ antagonist: 11; CXCR6 inh: 0; APJ ag: -5

How did Cc1ccc2cc(/C=C3\N=C(c4ccccc4)OC3=O)c(N3CCOCC3)nc2c1 do in these assays?
CCR6 antag: -14; ATG4B inhibitor: -6; Gli-Sufu antag: -4; UBC13 polyUb: -27; APJ antagonist: -23; APJ ag: -4

Results for CCOCCCN(C(=O)c1ccco1)C(C(=O)NC1CCCC1)c1ccc(OC)cc1 (centres undefined) ?
EBI2 antag: -1; CCR6 antag: 0; ATG4B inhibitor: 1; Gli-Sufu antag: 40; UBC13 polyUb: -2; APJ antagonist: 1; CXCR6 inh: 8; APJ ag: -4

How did Cc1nc(NNC(=O)c2ccc(Cl)cc2Cl)cc(-c2ccccc2)n1 do in these assays?
EBI2 antag: -5; CCR6 antag: 15; ATG4B inhibitor: -5; Gli-Sufu antag: 0; UBC13 polyUb: 3; APJ antagonist: 4; CXCR6 inh: 19; APJ ag: -4

Results for COC(=O)Cc1ccc(OCc2ccc(Cl)nc2)cc1 ?
EBI2 antag: -1; CCR6 antag: 13; ATG4B inhibitor: 1; Gli-Sufu antag: -28; UBC13 polyUb: -12; APJ antagonist: -12; CXCR6 inh: -4; APJ ag: -1

Results for CC(C)c1ccc(NC(=O)N2CCc3ccccc3C2)cc1 ?
EBI2 antag: 4; CCR6 antag: 4; ATG4B inhibitor: 0; Gli-Sufu antag: 0; UBC13 polyUb: 5; APJ antagonist: 3; CXCR6 inh: -1; APJ ag: -2

Results for O=C(OCC(=O)N1CCCc2ccccc21)c1ccc(Cl)nc1 ?
EBI2 antag: 12; CCR6 antag: 1; ATG4B inhibitor: -3; Gli-Sufu antag: -1; UBC13 polyUb: 7; APJ antagonist: 0; CXCR6 inh: -1; APJ ag: 2

What do the screens show for `COc1ccc(/C=C(\NC(=O)c2ccc([N+](=O)[O-])cc2)C(=O)NCCCn2ccnc2)cc1`?
EBI2 antag: -12; CCR6 antag: 1; ATG4B inhibitor: -4; Gli-Sufu antag: 10; UBC13 polyUb: 2; APJ antagonist: 3; CXCR6 inh: -5; APJ ag: 1

Results for CC(=O)NC(NC(=S)Nc1c(C)n(C)n(-c2ccccc2)c1=O)C(Cl)(Cl)Cl (centres undefined) ?
EBI2 antag: 2; CCR6 antag: 3; ATG4B inhibitor: -9; Gli-Sufu antag: 1; CXCR6 inh: -9

What do the screens show for `COc1cc2c(cc1OC)CN(C1CCCN(Cc3cc(Cl)ccc3O)C1)CC2` (centres undefined)?
EBI2 antag: 5; CCR6 antag: 15; ATG4B inhibitor: -4; Gli-Sufu antag: 6; UBC13 polyUb: -1; APJ antagonist: -21; CXCR6 inh: 0; APJ ag: -4

Results for CCOC(=O)C1CCN(S(=O)(=O)c2c(C)[nH]c(C)c2C(=O)N2CCCC2)CC1 ?
EBI2 antag: 2; CCR6 antag: 8; ATG4B inhibitor: -1; Gli-Sufu antag: -13; UBC13 polyUb: -3; APJ antagonist: 8; CXCR6 inh: -3; APJ ag: 1

What do the screens show for `Cc1cc(=O)[nH]c2ccc(Cc3ccccc3)cc12`?
EBI2 antag: -6; CCR6 antag: 2; ATG4B inhibitor: -8; Gli-Sufu antag: 24; CXCR6 inh: -4

What do the screens show for `COC(=O)c1cn(NC(=O)c2ccccc2[N+](=O)[O-])c(=O)c2ccccc12`?
EBI2 antag: 6; CCR6 antag: 4; ATG4B inhibitor: 7; Gli-Sufu antag: 27; UBC13 polyUb: -6; APJ antagonist: -5; CXCR6 inh: 3; APJ ag: -3

How did Cc1noc(C)c1CSc1nnc2ccccn12 do in these assays?
EBI2 antag: -5; CCR6 antag: -7; ATG4B inhibitor: -6; Gli-Sufu antag: -1; UBC13 polyUb: 7; APJ antagonist: -5; CXCR6 inh: -1; APJ ag: -4

How did O=C1COc2ccc(C(=O)CSc3nnc(Cc4cccs4)n3-c3ccccc3)cc2N1 do in these assays?
EBI2 antag: 17; CCR6 antag: 4; ATG4B inhibitor: -3; Gli-Sufu antag: 17; UBC13 polyUb: 7; APJ antagonist: 5; CXCR6 inh: -4; APJ ag: -1

Results for C[C@@H](CN1C2=NC[C@H](Cc3ccc(O)cc3)N2C[C@H]1Cc1ccc(O)cc1)NC(=O)CCC1CCCCC1 ?
EBI2 antag: 12; CCR6 antag: 0; ATG4B inhibitor: -4; Gli-Sufu antag: 14; UBC13 polyUb: 44; APJ antagonist: 6; CXCR6 inh: 0; APJ ag: -1

The closing 2 compounds of the section above are carried over, then new ones follow:
How did O=C1COc2ccc(C(=O)CSc3nnc(Cc4cccs4)n3-c3ccccc3)cc2N1 do in these assays?
EBI2 antag: 17; CCR6 antag: 4; ATG4B inhibitor: -3; Gli-Sufu antag: 17; UBC13 polyUb: 7; APJ antagonist: 5; CXCR6 inh: -4; APJ ag: -1

Results for C[C@@H](CN1C2=NC[C@H](Cc3ccc(O)cc3)N2C[C@H]1Cc1ccc(O)cc1)NC(=O)CCC1CCCCC1 ?
EBI2 antag: 12; CCR6 antag: 0; ATG4B inhibitor: -4; Gli-Sufu antag: 14; UBC13 polyUb: 44; APJ antagonist: 6; CXCR6 inh: 0; APJ ag: -1

Results for COc1cc(C2C3=C(COC3=O)Oc3cc4c(cc32)OCO4)ccc1OC(C)=O (centres undefined) ?
EBI2 antag: -4; CCR6 antag: 5; ATG4B inhibitor: -9; Gli-Sufu antag: 24; CXCR6 inh: -1

Results for C=CCn1cccc(C(=O)Nc2ccc(F)cc2)c1=O ?
EBI2 antag: 5; CCR6 antag: -2; ATG4B inhibitor: -1; Gli-Sufu antag: -35; UBC13 polyUb: -1; APJ antagonist: 11; CXCR6 inh: -15; APJ ag: -2

Results for CC(=O)c1ccccc1OCC(O)CN1CCN(C(c2ccccc2)c2ccccc2)CC1 (centres undefined) ?
EBI2 antag: 32; CCR6 antag: 31; ATG4B inhibitor: 19; Gli-Sufu antag: 17; UBC13 polyUb: 5; APJ antagonist: 9; CXCR6 inh: -5; APJ ag: -4

Results for C/C=C/COC(=O)C1=C(C)NC(=O)NC1c1ccc2c(c1)OCO2 (centres undefined) ?
EBI2 antag: -11; CCR6 antag: 8; ATG4B inhibitor: 1; Gli-Sufu antag: 4; UBC13 polyUb: -1; APJ antagonist: 21; CXCR6 inh: -6; APJ ag: -3

Results for O=C1CCCc2[nH]c3cccc(/C(=C/c4ccccc4)c4ccccc4)c3c21 ?
EBI2 antag: 3; CCR6 antag: 6; ATG4B inhibitor: -13; Gli-Sufu antag: 2; UBC13 polyUb: -1; APJ antagonist: 3; CXCR6 inh: 7; APJ ag: 2

What do the screens show for `COc1nc2ccccc2nc1N1CCN(c2ccc(F)cc2)CC1`?
EBI2 antag: 8; CCR6 antag: 4; ATG4B inhibitor: 4; Gli-Sufu antag: 5; UBC13 polyUb: 22; APJ antagonist: -6; CXCR6 inh: -6; APJ ag: -2

How did O=P(OC1CCCCC1)(OC1CCCCC1)C(O)c1ccccc1 (centres undefined) do in these assays?
EBI2 antag: 5; CCR6 antag: -4; ATG4B inhibitor: 31; Gli-Sufu antag: 5; UBC13 polyUb: 9; APJ antagonist: -4; CXCR6 inh: 5; APJ ag: -5

How did CC1=C(C)/C(=N\OC(=O)/C=C/c2ccccc2)C=CC1=O do in these assays?
EBI2 antag: -1; CCR6 antag: -12; ATG4B inhibitor: 7; Gli-Sufu antag: 12; UBC13 polyUb: -13; APJ antagonist: -8; CXCR6 inh: 1; APJ ag: 5

How did CCc1ccc(NC(=O)Cn2c(=O)n(CCC(=O)NC3CCN(Cc4ccccc4)CC3)c(=O)c3ccccc32)cc1 do in these assays?
EBI2 antag: 5; CCR6 antag: 8; ATG4B inhibitor: 2; Gli-Sufu antag: 12; UBC13 polyUb: 16; APJ antagonist: -28; CXCR6 inh: -2; APJ ag: -3

Results for Cc1ccc(-n2nc3c(=O)n(C(C)C(=O)NCc4ccccc4Cl)nc(C)c3c2C)cc1 (centres undefined) ?
EBI2 antag: 6; CCR6 antag: 17; ATG4B inhibitor: 22; Gli-Sufu antag: -2; UBC13 polyUb: -4; APJ antagonist: 1; CXCR6 inh: -2; APJ ag: 2

Results for COc1ccccc1OCc1ccc(C(=O)NCC2CCCO2)o1 (centres undefined) ?
EBI2 antag: 3; CCR6 antag: -14; ATG4B inhibitor: -3; Gli-Sufu antag: 5; UBC13 polyUb: 9; APJ antagonist: -1; CXCR6 inh: 0; APJ ag: -3

Results for COC(=O)[C@@]12CCCCN1[C@H](c1ccc(-c3ccccc3)cc1)[C@H]1C(=O)N(C)C(=O)[C@H]12 ?
EBI2 antag: 17; CCR6 antag: 3; ATG4B inhibitor: 2; Gli-Sufu antag: -7; UBC13 polyUb: 8; APJ antagonist: 5; CXCR6 inh: -3; APJ ag: 1

Results for CSCCC(NC(=O)COc1cccc2ccccc12)C(=O)O (centres undefined) ?
EBI2 antag: -9; CCR6 antag: 4; ATG4B inhibitor: -2; Gli-Sufu antag: 4; UBC13 polyUb: -8; APJ antagonist: -30; CXCR6 inh: -7; APJ ag: -4

How did COc1ccc(NCc2nnc(SCC(=O)Nc3ccc(OC)cc3)n2C)cc1 do in these assays?
EBI2 antag: -2; CCR6 antag: 5; ATG4B inhibitor: -9; Gli-Sufu antag: -15; UBC13 polyUb: -19; APJ antagonist: -17; CXCR6 inh: -3; APJ ag: -2

How did CSc1ccc(CC(=O)N2CCC(n3nccc3NC(=O)C3CC3)CC2)cc1 do in these assays?
EBI2 antag: 3; CCR6 antag: -7; ATG4B inhibitor: -2; Gli-Sufu antag: -24; UBC13 polyUb: 2; APJ antagonist: 26; CXCR6 inh: 12; APJ ag: -4

What do the screens show for `Cc1ccc(C)n1-c1nnc(N2CCC(C(=O)N3CCN(C)CC3)CC2)s1`?
EBI2 antag: 6; CCR6 antag: -1; ATG4B inhibitor: -6; Gli-Sufu antag: -2; UBC13 polyUb: 1; APJ antagonist: 15; CXCR6 inh: -4; APJ ag: -2

Results for COc1ccccc1NC(=O)N(Cc1cccs1)Cc1cc2cc3c(cc2[nH]c1=O)OCO3 ?
EBI2 antag: 1; CCR6 antag: 4; ATG4B inhibitor: 20; Gli-Sufu antag: 0; UBC13 polyUb: 11; APJ antagonist: 5; CXCR6 inh: 0; APJ ag: 0

What do the screens show for `CC(=O)Nc1ccc(NC(=O)CSc2nc3ccccc3o2)cc1`?
EBI2 antag: -17; CCR6 antag: 2; ATG4B inhibitor: -11; Gli-Sufu antag: -29; UBC13 polyUb: -10; APJ antagonist: 1; CXCR6 inh: 1; APJ ag: 1

What do the screens show for `O=C(NNC(=O)c1ccc([N+](=O)[O-])cc1)c1ccncc1`?
EBI2 antag: -8; CCR6 antag: 10; ATG4B inhibitor: -2; Gli-Sufu antag: 4; UBC13 polyUb: -14; APJ antagonist: 5; CXCR6 inh: -8; APJ ag: 2
